High-throughput results (PubChem)
Apaf1 inhib: inhibitors of human Apaf-1 apoptosome, primary screen, biochemical, DEVD-Rh110 fluorescence, uHTS; reconstituted apoptosome caspase-3 activity; inhibition, % at 20 µM; 330,000 compounds, 0.71% hits; Apoptotic protease-activating factor 1 (Homo sapiens), O14727; active means inhibition of at least 40% at 20 µM;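 further: plate controls were DMSO wells for no effect and DEVD-CHO caspase inhibitor wells for full effect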
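detection = Rh110 fluorescence intensity | test system = biochemical Apaf-1 apoptosome reconstitution | also added = cytochrome c and DEVD-Rh110 substrate | schedule = 30 min plus 50 min, RT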
HKDC1 inh: HKDC1 hexokinase inhibitors, primary screen, biochemical, fluorescence, uHTS; Q2TB90; recombinant HKDC1, G6PDH/diaphorase resazurin coupled fluorescence; inhibition, % at 20 µM; 340,000 compounds, 0.16% hits; AID 493160, 2011;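 active means inhibition above about 35% when tested at 20 µM, limit read from the data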;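 further: plate controls were DMSO wells with enzyme for no effect and DMSO wells lacking enzyme for full effect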
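Assay system: recombinant HKDC1 hexokinase; detection: coupled resazurin fluorescence, excitation 525 nm, emission 613 nm; benchmarks: DMSO-plus-enzyme-mix negative control, buffer-substituted positive control; compound dosing: single 20 µM dose; schedule: 90 min at room temperature in dark; also added: glucose plus 1 mM ATP as hexokinase substrates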
PfG6PD inh: PfG6PD enzyme inhibitors, primary screen, biochemical, fluorescence intensity, uHTS; glucose-6-phosphate dehydrogenase-6-phosphogluconolactonase (Plasmodium falciparum 3D7); PfGluPho enzyme, NADPH resazurin-diaphorase fluorescence; inhibition, % at 20 µM; 350,000 compounds, 0.78% hits; AID 504690, 2011;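 active means inhibition reaching at least a set limit at 20 µM in the primary screen, cut at about 59% in these data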;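 further: 0% = DMSO wells with substrate and 100% = DMSO wells lacking glucose-6-phosphate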
SENP7 block: SENP7 protease inhibitors, primary screen, biochemical, luminescence, uHTS; Sentrin-specific protease 7 (Homo sapiens), Q9BQF6; recombinant SENP7, Z-RLRGG-aminoluciferin luminescence, 40 min; inhibition, % at 5 µM; 330,000 compounds, 1.5% hits; AID 434973, 2010;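 active means inhibition above about 50% at the single test dose, limit read from the data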;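 further: plate controls were DMSO with enzyme for no effect and no enzyme buffer wells for full effect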
Target sequence (Q9BQF6 706-1050 limits assumed): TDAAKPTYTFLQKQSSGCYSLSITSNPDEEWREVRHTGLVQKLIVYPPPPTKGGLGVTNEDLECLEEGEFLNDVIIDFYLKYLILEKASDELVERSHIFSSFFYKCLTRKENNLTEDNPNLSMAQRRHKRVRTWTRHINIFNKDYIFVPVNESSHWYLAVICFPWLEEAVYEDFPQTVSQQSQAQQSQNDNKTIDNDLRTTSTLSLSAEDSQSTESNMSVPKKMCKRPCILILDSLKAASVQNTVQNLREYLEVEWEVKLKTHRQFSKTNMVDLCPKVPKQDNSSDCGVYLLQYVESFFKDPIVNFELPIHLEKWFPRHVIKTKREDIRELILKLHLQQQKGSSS
NALP3 yeast inh: NALP3 inflammasome inhibitors in reconstituted yeast, primary screen, luminescence, uHTS | inhibition, % at 10 µM | Yeast reconstituted NLRP3/ASC/caspase-1, beta-gal luminescence, 24 h | 330,000 compounds, 0.39% hits;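 active means inhibition of 50% or more; inactive means inhibition below 50%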;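 further: plate controls were induced DMSO wells for no effect and uninduced yeast grown without galactose for full effect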
SENP6 inh: SENP6 protease inhibitors, primary screen, biochemical, luminescence, uHTS; Recombinant SENP6 catalytic domain, aminoluciferin luminescence; inhibition, % at 10 µM; 330,000 compounds, 1.8% hits;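 active means inhibition above about 50% at the single tested dose, limit read from the data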;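 further: plate controls were DMSO wells with enzyme for no effect and DMSO wells lacking enzyme for full effect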
Target sequence (Q9GZR1 628-1112 limits assumed): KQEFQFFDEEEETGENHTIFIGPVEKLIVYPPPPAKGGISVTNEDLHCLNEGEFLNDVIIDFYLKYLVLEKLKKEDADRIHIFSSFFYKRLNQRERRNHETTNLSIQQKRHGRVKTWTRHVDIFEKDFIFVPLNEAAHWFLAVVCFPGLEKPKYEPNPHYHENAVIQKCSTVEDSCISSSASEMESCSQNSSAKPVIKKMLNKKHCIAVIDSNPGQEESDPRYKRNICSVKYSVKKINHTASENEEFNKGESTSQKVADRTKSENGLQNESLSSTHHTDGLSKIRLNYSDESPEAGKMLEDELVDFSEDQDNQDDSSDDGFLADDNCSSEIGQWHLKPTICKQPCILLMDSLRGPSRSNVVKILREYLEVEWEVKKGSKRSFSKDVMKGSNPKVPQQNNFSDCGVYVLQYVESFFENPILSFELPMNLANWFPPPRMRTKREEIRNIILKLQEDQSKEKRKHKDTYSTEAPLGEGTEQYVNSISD
SENP8 block-1: SENP8 protease inhibitors, primary screen, biochemical, luminescence. Sentrin-specific protease 8 (Homo sapiens), Q96LD8. purified SENP8, Z-RLRGG-aminoluciferin cleavage. inhibition, % at 10 µM. 330,000 compounds, 1.2% hits. AID 2540, 2010; in the data active means inhibition above about 50%
SENP1 inh: human SENP1 catalytic domain inhibitors, primary screen, biochemical, FRET, uHTS. Sentrin-specific protease 1 (Homo sapiens), Q9P0U3. recombinant SENP1 catalytic domain, CyPet-SUMO1-YPet FRET cleavage. inhibition, % at 10 µM. 360,000 compounds, 0.21% hits;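 active means inhibition at least 30% at 10 µM, raw YFP signal under a set limit, fluorescence ratio 0.5 to 1.5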;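 further: 0% = enzyme with DMSO and 100% = no enzyme wells; some results filed as inactive read as strong as hits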
Target sequence (Q9P0U3 419-644 limits assumed): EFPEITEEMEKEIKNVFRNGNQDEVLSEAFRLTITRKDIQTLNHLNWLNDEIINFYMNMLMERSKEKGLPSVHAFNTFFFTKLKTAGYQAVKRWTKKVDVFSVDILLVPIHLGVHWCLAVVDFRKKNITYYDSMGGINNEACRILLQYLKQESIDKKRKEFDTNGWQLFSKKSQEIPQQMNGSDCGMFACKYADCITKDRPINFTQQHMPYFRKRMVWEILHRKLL
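Test system: hSENP1 catalytic domain, recombinant; Amount: 20 pM final SENP1 enzyme; Medium: Tris pH 8 buffer plus EDTA, NaCl, BME, BSA, NP40, catalase; Schedule: 50 min enzyme reaction, room temperature, light-protected; Technique: FRET fluorescence in CFP and YFP emission channels; Controls: no-enzyme wells low, DMSO-plus-enzyme wells high control.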
SENP8 block-2: human SENP8 protease inhibitors, primary screen, biochemical, fluorescence, Nedd8 protein substrate, uHTS; inhibition, % at 20 µM; 360,000 compounds, 0.64% hits; AID 602440, 2012; recombinant SENP8; in the data active means inhibition mostly above about 40%, no sharp cut-off; inactive means mostly below about 27%
An asterisk follows results filed as active.

How did Cc1ccc(/C=N\NC(=O)CC(=O)NCCc2ccccc2)cc1 do in these assays?
Apaf1 inhib: 2.0; HKDC1 inh: -1.9; PfG6PD inh: 20.4; SENP7 block: 8.1; NALP3 yeast inh: 16.6; SENP6 inh: 1.1; SENP8 block-1: -4.8; SENP1 inh: 2.0; SENP8 block-2: 20.1

Results for Cc1ccnc(NC(=O)c2ccc3c(c2)C(=O)N(CCC(C)C)C3=O)c1 ?
Apaf1 inhib: -1.3; HKDC1 inh: -4.8; PfG6PD inh: -0.4; SENP7 block: -4.0; NALP3 yeast inh: 21.4; SENP6 inh: -14.5; SENP8 block-1: -13.5; SENP1 inh: 1.1; SENP8 block-2: -5.3

How did COc1ccc(-c2cn3cccnc3n2)cc1NC(=O)c1ccc(Br)o1 do in these assays?
Apaf1 inhib: 1.8; HKDC1 inh: -4.8; PfG6PD inh: 14.8; SENP7 block: -10.6; NALP3 yeast inh: 8.7; SENP6 inh: -15.1; SENP8 block-1: -7.4; SENP1 inh: -3.0; SENP8 block-2: -279.4

Results for CCCCCOc1ccc(NC(=O)c2cc(SC)ccc2Cl)cc1 ?
Apaf1 inhib: 11.2; HKDC1 inh: -8.8; PfG6PD inh: 8.3; SENP7 block: -5.4; NALP3 yeast inh: -2.6; SENP6 inh: 3.5; SENP8 block-1: 3.7; SENP1 inh: 2.6; SENP8 block-2: 10.6

What do the screens show for `Cc1cccc(C)c1NC(=O)C(NC=O)c1ccc(N(C)C)cc1` (stereo not drawn)?
Apaf1 inhib: -0.5; HKDC1 inh: -3.7; PfG6PD inh: 5.1; SENP7 block: 6.6; NALP3 yeast inh: -2.5; SENP6 inh: 3.0; SENP8 block-1: 8.6; SENP1 inh: 0.7; SENP8 block-2: 23.3

What do the screens show for `CC(C)N(Cc1ccccc1)C(=O)CN1C(=O)NC2(CCOc3ccccc32)C1=O` (stereo not drawn)?
Apaf1 inhib: -1.3; HKDC1 inh: -2.8; PfG6PD inh: -5.9; SENP7 block: 14.4; NALP3 yeast inh: 10.7; SENP6 inh: 2.5; SENP8 block-1: 3.3; SENP1 inh: 1.0; SENP8 block-2: 7.0

What do the screens show for `O=C(c1cc([N+](=O)[O-])cc([N+](=O)[O-])c1)N1CCN(Cc2ccc3c(c2)OCO3)CC1`?
Apaf1 inhib: 7.0; HKDC1 inh: -1.3; PfG6PD inh: 16.6; SENP7 block: 1.9; NALP3 yeast inh: 3.5; SENP6 inh: 28.5; SENP8 block-1: 6.1; SENP1 inh: 0.7; SENP8 block-2: 50.0*

Results for O=C(c1ccc(S(=O)(=O)N2CCOCC2)cc1)N1CCOCC1 ?
Apaf1 inhib: -0.3; HKDC1 inh: -4.1; PfG6PD inh: -2.8; SENP7 block: 8.7; NALP3 yeast inh: -1.4; SENP6 inh: 0.9; SENP8 block-1: -2.8; SENP1 inh: 3.6; SENP8 block-2: 10.7

Results for CN(C(=O)CSc1ncnc2sc3c(c12)CCC3)C1CCS(=O)(=O)C1 (stereo not drawn) ?
Apaf1 inhib: -0.7; HKDC1 inh: 1.6; PfG6PD inh: 11.3; SENP7 block: 2.6; NALP3 yeast inh: -1.6; SENP6 inh: 7.8; SENP8 block-1: 0.9; SENP1 inh: -3.5; SENP8 block-2: -6.8

What do the screens show for `CCc1ccccc1NC(=O)CNC(=O)CCNC(=O)Nc1ccccc1`?
Apaf1 inhib: -11.2; HKDC1 inh: -6.7; PfG6PD inh: 0.1; SENP7 block: -12.4; NALP3 yeast inh: 6.5; SENP6 inh: 7.3; SENP8 block-1: 3.7; SENP1 inh: 0.5; SENP8 block-2: 7.6

Results for CC(C)n1nnnc1SCC(=O)c1ccc2c(c1)OCCO2 ?
Apaf1 inhib: 8.5; HKDC1 inh: -1.4; PfG6PD inh: -2.4; SENP7 block: -9.4; NALP3 yeast inh: 19.3; SENP6 inh: -9.1; SENP8 block-1: -9.7; SENP1 inh: 0.1; SENP8 block-2: 21.8

How did O=C1CC(c2ccco2)Sc2ccccc2N1 (stereo not drawn) do in these assays?
Apaf1 inhib: 9.8; HKDC1 inh: -4.1; PfG6PD inh: 13.3; SENP7 block: -6.3; NALP3 yeast inh: -6.0; SENP6 inh: -2.5; SENP8 block-1: 4.0; SENP1 inh: 1.1; SENP8 block-2: 10.4

How did CC(C)Cn1c(SCC(=O)NCc2ccco2)nnc1-c1ccncc1 do in these assays?
Apaf1 inhib: 6.8; HKDC1 inh: -6.8; PfG6PD inh: -6.2; SENP7 block: 0.7; NALP3 yeast inh: 7.2; SENP6 inh: 11.6; SENP8 block-1: -3.9; SENP1 inh: -2.8; SENP8 block-2: 5.7

How did COc1ccc(/C=C(\NC(=O)c2cccs2)C(=O)Nc2ccccc2C)cc1OC do in these assays?
Apaf1 inhib: -7.0; HKDC1 inh: -8.0; PfG6PD inh: -7.1; SENP7 block: 3.3; NALP3 yeast inh: -2.0; SENP6 inh: 7.8; SENP8 block-1: -5.8; SENP1 inh: -13.7; SENP8 block-2: 7.2

Results for COc1ccc(C(CNC(=O)Cc2ccc(-c3ccccc3)cc2)N(C)C)cc1 (stereo not drawn) ?
Apaf1 inhib: 23.0; HKDC1 inh: 2.7; PfG6PD inh: 1.5; SENP7 block: 2.7; NALP3 yeast inh: 4.9; SENP6 inh: -11.9; SENP8 block-1: -0.7; SENP1 inh: -10.1; SENP8 block-2: -45.7

What do the screens show for `Cc1ccc(C(=O)NC(=S)Nc2ccc(N3CCOCC3)cc2)cc1C`?
Apaf1 inhib: 24.8; HKDC1 inh: 16.2; PfG6PD inh: 28.0; SENP7 block: -8.4; NALP3 yeast inh: 24.5; SENP6 inh: -16.2; SENP8 block-1: -8.0; SENP1 inh: -0.8; SENP8 block-2: 6.2

Results for O=C(CSCc1cccc(Cl)c1)N1CCN(Cc2ccc3c(c2)OCO3)CC1 ?
Apaf1 inhib: 24.6; HKDC1 inh: -0.8; PfG6PD inh: -7.6; SENP7 block: -4.8; NALP3 yeast inh: 28.5; SENP6 inh: -21.7; SENP8 block-1: -3.9; SENP1 inh: 1.4; SENP8 block-2: 11.6

What do the screens show for `O=C(NN1C(=O)c2ccccc2NC1c1ccco1)c1ccc([N+](=O)[O-])cc1` (stereo not drawn)?
Apaf1 inhib: 4.3; HKDC1 inh: 0.2; PfG6PD inh: -10.2; SENP7 block: 0.7; NALP3 yeast inh: 4.6; SENP6 inh: 9.0; SENP8 block-1: 1.3; SENP1 inh: 1.1; SENP8 block-2: 17.3

What do the screens show for `S=C(NCc1ccccc1)NCc1ccc(Cl)cc1`?
Apaf1 inhib: 9.8; HKDC1 inh: -3.4; PfG6PD inh: 18.2; SENP7 block: 6.1; NALP3 yeast inh: 36.3; SENP6 inh: -4.8; SENP8 block-1: 1.5; SENP1 inh: 1.7; SENP8 block-2: 10.7

How did Cc1ccc(-c2nn(-c3ccccc3)cc2NC(=O)CCl)cc1 do in these assays?
Apaf1 inhib: -6.3; HKDC1 inh: 15.0; PfG6PD inh: 7.8; SENP7 block: 3.9; NALP3 yeast inh: 22.3; SENP6 inh: 3.1; SENP8 block-1: 4.7; SENP1 inh: 3.8; SENP8 block-2: 14.7

Two records picked at random from the list so far:
Results for O=C(CSCc1cccc(Cl)c1)N1CCN(Cc2ccc3c(c2)OCO3)CC1 ?
Apaf1 inhib: 24.6; HKDC1 inh: -0.8; PfG6PD inh: -7.6; SENP7 block: -4.8; NALP3 yeast inh: 28.5; SENP6 inh: -21.7; SENP8 block-1: -3.9; SENP1 inh: 1.4; SENP8 block-2: 11.6

What do the screens show for `S=C(NCc1ccccc1)NCc1ccc(Cl)cc1`?
Apaf1 inhib: 9.8; HKDC1 inh: -3.4; PfG6PD inh: 18.2; SENP7 block: 6.1; NALP3 yeast inh: 36.3; SENP6 inh: -4.8; SENP8 block-1: 1.5; SENP1 inh: 1.7; SENP8 block-2: 10.7

Additional records
How did Cc1ccc(S(=O)(=O)N2CCC(C(=O)N3CCC[C@H]3C(=O)NCc3ccco3)CC2)cc1 do in these assays?
Apaf1 inhib: 3.8; HKDC1 inh: -3.6; PfG6PD inh: 2.7; SENP7 block: -3.6; NALP3 yeast inh: 9.1; SENP6 inh: -14.3; SENP8 block-1: -7.4; SENP1 inh: -4.7; SENP8 block-2: 1.0

Results for CC1Cc2ccccc2N1c1ncnc2nc[nH]c12 (stereo not drawn) ?
Apaf1 inhib: 6.7; HKDC1 inh: 4.5; PfG6PD inh: 30.1; SENP7 block: -5.6; NALP3 yeast inh: 26.5; SENP6 inh: -6.8; SENP8 block-1: -1.1; SENP1 inh: -0.7; SENP8 block-2: -67.6

Results for Cc1cc(C(=O)Nc2cccc3c2O[C@@H](CN(C)S(=O)(=O)c2ccccc2)[C@H](C)CN([C@@H](C)CO)C3=O)n(C)n1 ?
Apaf1 inhib: 12.0; HKDC1 inh: -6.0; PfG6PD inh: 12.3; SENP7 block: 8.8; NALP3 yeast inh: 14.9; SENP6 inh: -4.9; SENP8 block-1: -2.0; SENP1 inh: -0.5; SENP8 block-2: -7.9

What do the screens show for `O=C(CCCCCCCC(=O)N1CCCC1)N1CCCC1`?
HKDC1 inh: 0.8; PfG6PD inh: 2.1; SENP1 inh: 0.1; SENP8 block-2: 9.1

Results for Cc1ccc(NC(C)C(=O)N/N=C/c2ccc([N+](=O)[O-])s2)cc1 (stereo not drawn) ?
Apaf1 inhib: 7.2; HKDC1 inh: 4.5; PfG6PD inh: -1.1; SENP7 block: 1.4; NALP3 yeast inh: 4.1; SENP6 inh: -12.3; SENP8 block-1: -3.4; SENP1 inh: 1.3; SENP8 block-2: 28.4

How did COc1cc(NC(=O)N[C@@H](Cc2ccccc2)C(=O)O)cc(OC)c1 do in these assays?
Apaf1 inhib: -1.4; HKDC1 inh: 5.5; PfG6PD inh: 5.1; SENP7 block: 2.6; NALP3 yeast inh: -13.4; SENP6 inh: -3.2; SENP8 block-1: -6.9; SENP1 inh: 4.8; SENP8 block-2: 8.7

How did C(COC1CC2CC1C1C2CC2OC21)OC1CC2CC1C1C2CC2OC21 (stereo not drawn) do in these assays?
HKDC1 inh: -6.2; PfG6PD inh: 0.2; SENP1 inh: 2.5; SENP8 block-2: 10.1

How did CCC(C)(C)NC(=O)C(c1ccncc1)N(C(=O)c1sc(C)nc1C)c1ccc(F)cc1 (stereo not drawn) do in these assays?
Apaf1 inhib: -4.9; HKDC1 inh: -10.5; PfG6PD inh: -9.8; SENP7 block: 1.1; NALP3 yeast inh: 12.3; SENP6 inh: -21.5; SENP8 block-1: -2.9; SENP1 inh: 0.9; SENP8 block-2: 12.6

Results for O=C(CN1CCCC1)N1c2ccccc2Sc2ccccc21 ?
Apaf1 inhib: 1.0; HKDC1 inh: -2.0; PfG6PD inh: 7.8; SENP7 block: -6.9; NALP3 yeast inh: 21.1; SENP6 inh: 14.7; SENP8 block-1: -1.9; SENP1 inh: -4.5; SENP8 block-2: 1.0

Random draw from the library; about 4.1% have a hit in one of these screens.
